Bioassay records deposited in PubChem by several laboratories.
IEC-6 tox = IEC-6 cytotoxicity, counter-screen for KLF5 inhibitors; luminescence viability; inhibition, % at 5 µM; 290,000 tested, 0.78% active; AID 1825; in the data active means inhibition above about 22%;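 further: 0% = plate median of test compound wells and 100% = cytotoxic reference compound wells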
TRPC4 potent = TRPC4 (mouse) allosteric potentiation; Q9QUQ5; HEK293 TRPC4beta/mu-opioid, DAMGO EC20, Fluo-4 Ca2+ flux; hits give high values; B-score at 10 µM; 310,000 tested, 0.42% active;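 active means B-score of calcium response area above 5 SD of library B-scores, with initial fluorescence ratio within 5 SD of library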;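 further: B-score of integrated fluorescence ratio over time as area under calcium response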
aSyn 5UTR inh = 5' untranslated region of α-synuclein, MLPCN primary screen. alpha-synuclein 5'UTR reporter, inhibitor activity. inhibition, % (tested at 7.5 µM). 300,000 tested, 0.82% active. AID 1813; in the data active means inhibition above about 60%; inconclusive means no clear call, values can overlap the other calls;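 further: H4 neuroglioblastoma cells stably carrying SNCA 5'UTR luciferase fusion; 0% = DMSO wells and 100% = positive control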
KLF5 inhibitor = suppresses KLF5 promoter-driven expression; DLD-1 KLF5 promoter-luciferase reporter, luminescence; inhibition, % at 5 µM; 290,000 tested, 0.23% active; AID 1700;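 active means inhibition above a per-plate limit of that plate's mean compound inhibition plus 3 SD, cut at about 60% in these data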;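 further: 0% = DMSO wells and 100% = LY294002 at 200 µM; higher means less KLF5 promoter-driven luciferase light; inactives centre near -14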
TRPC6 activator = activators of mouse TRPC6 channel. 310,000 tested, 0.13% active. Q61143. HEK293-TRPC6 membrane potential dye fluorescence; hits give high values. B-score at 10 µM. AID 2550;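 active means B-score of the integrated fluorescence ratio above library mean plus 3 SD, and starting fluorescence ratio within library mean plus 5 SD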;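 further: higher score means more depolarization so channel activation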
Target sequence (Q61143 whole entry, looked up): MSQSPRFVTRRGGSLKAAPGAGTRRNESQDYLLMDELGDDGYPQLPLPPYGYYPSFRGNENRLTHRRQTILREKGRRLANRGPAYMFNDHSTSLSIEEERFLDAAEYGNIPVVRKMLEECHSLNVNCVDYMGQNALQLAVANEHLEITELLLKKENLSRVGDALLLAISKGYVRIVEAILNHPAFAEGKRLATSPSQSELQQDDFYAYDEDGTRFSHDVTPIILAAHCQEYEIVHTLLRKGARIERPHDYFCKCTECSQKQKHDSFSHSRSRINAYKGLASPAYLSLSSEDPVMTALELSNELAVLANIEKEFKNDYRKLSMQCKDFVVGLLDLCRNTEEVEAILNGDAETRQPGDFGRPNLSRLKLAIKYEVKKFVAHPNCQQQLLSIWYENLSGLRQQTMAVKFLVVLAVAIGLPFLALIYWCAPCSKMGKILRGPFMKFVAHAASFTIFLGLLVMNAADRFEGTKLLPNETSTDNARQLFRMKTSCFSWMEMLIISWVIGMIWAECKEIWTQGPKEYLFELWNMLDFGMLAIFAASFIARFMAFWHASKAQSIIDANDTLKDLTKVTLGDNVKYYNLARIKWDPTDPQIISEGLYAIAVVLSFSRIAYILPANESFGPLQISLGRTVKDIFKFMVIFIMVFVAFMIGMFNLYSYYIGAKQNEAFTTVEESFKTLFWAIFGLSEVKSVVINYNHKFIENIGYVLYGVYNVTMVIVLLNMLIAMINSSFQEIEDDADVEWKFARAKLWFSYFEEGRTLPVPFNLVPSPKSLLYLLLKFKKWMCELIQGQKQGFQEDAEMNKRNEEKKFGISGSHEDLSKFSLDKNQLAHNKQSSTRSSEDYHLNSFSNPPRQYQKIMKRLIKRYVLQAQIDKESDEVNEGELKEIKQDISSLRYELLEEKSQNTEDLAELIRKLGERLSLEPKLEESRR
TRPC4 block = inhibitors of mouse TRPC4 channel; B-score at 10 µM; HEK293 TRPC4beta/mu-opioid, DAMGO-evoked Fluo4 calcium flux; hits give low values; Q9QUQ5; 300,000 tested, 0.39% active;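 active means B-score over 3 SD under the library average, no early fluorescence shift, positive overall ratio signal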
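Assay system: HEK293 cells with stable TRPC4beta plus mu-opioid receptor expression; Probe or stimulus: DAMGO in two steps, submaximal then maximal; Dosing: single-point compound dosing; Measured by: Fluo4 calcium-dye fluorescence, kinetic read; Read-out basis: B score from integrated Fluo4 fluorescence ratio.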
TRPC4 agonist = activators of mouse TRPC4 channel. Q9QUQ5. HEK293 TRPC4beta/mu-opioid, Fluo4 calcium fluorescence; hits give high values. B-score at 10 µM. 310,000 tested, 0.49% active;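 active means B-score above 5 SD of library B-scores, and initial fluorescence ratio not above library mean plus 5 SD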;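 further: positive B-score marks a calcium rise read as TRPC4 activation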
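System: HEK293 cells stably co-expressing mouse TRPC4beta and mu-opioid receptor; Schedule: Fluo4 dye loading 45 min at room temperature, 110 s recording; Detection: Fluo4 fluorescence, kinetic; Evaluation: B-scored integrated calcium fluorescence ratio; Controls: buffer (low) and maximal DAMGO (high).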
HIF act = HIF pathway transcriptional activation. U2OS HRE-luciferase reporter, luminescence; normalized: DMSO 0%, desferrioxamine 100%. activation, % at 7.5 µM (by protocol). 300,000 tested, 0.32% active;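 active means mean activation of at least 10% of the iron chelator positive control signal, with at least half of replicates also reaching 10%; inconclusive means mean and replicate majority disagree about reaching 10%; inactive means mean and most replicates under 10%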
SKKanGAS inh = blocks kanamycin growth of S. pyogenes SKKanGAS strain | BacTiter-Glo, 6 h | inhibition, % at 7.5 µM | 300,000 tested, 1.3% active | AID 1662;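 active means mean replicate score, as percent of positive control median, at least 50; inconclusive means mean below 50 but one replicate at or above 50; inactive means mean and every replicate below 50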;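 further: strain carries kanamycin resistance gene driven by streptokinase promoter and grows in 40 µg/ml kanamycin; loss of luminescence reflects streptokinase promoter inhibition or plain growth inhibition; 0% = median of DMSO wells and 100% = positive control at its reference dose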
MrgX1 antag = blocks BAM8-22 activation of human MrgX1 receptor; Q96LB2; MRGX1-HEK293 calcium flux, Fluo-4, BAM8-22 antagonism; hits give low values; B-score at 10 µM; 310,000 tested, 1.3% active;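 active means calcium-response B-score plate-corrected more than 3 library SD below zero, starting fluorescence within 5 deviations, no agonist response on first addition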;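 further: peak minus trough fluorescence over baseline after final BAM8-22 challenge near maximal dose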
TRPC6 inh = mouse TRPC6 channel inhibition. B-score at 10 µM. 310,000 tested, 1.1% active. HEK293-TRPC6, membrane potential dye, ACh-evoked depolarization; hits give low values;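 active means B-score under library mean minus 3 SD, initial fluorescence not abnormally high, positive integrated signal ratio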;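 further: B-score derived from integrated fluorescence ratio over the kinetic read; more negative B-score means stronger inhibition of depolarization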
Active calls of the source: *; i = inactive; ? = inconclusive; nt = not tested or not shown.

Compound | HIF act | TRPC4 block | IEC-6 tox | KLF5 inhibitor | TRPC6 activator | TRPC4 agonist | TRPC6 inh | MrgX1 antag | SKKanGAS inh | TRPC4 potent | aSyn 5UTR inh
COc1cccc(C(c2c(N)[nH]c(=S)[nH]c2=O)c2c(N)[nH]c(=S)[nH]c2=O)c1 | -0.4 | i | -3 | -8 | i | i | i | i | 17 | i | 6
COc1ccc(/C=C/C(=O)Oc2cccc(/C=N/NC(=O)c3cccc(F)c3)c2)cc1 | -0.1 | i | 4 | -42 | i | i | i | i | 25 | i | -151
O=C(CCl)N1CCN(CC(=O)N2CCCC2)CC1 | -1.9 | i | -4 | -2 | i | i | i | i | -5 | i | -29
O=S(=O)(NC1CCCC1)c1ccc(-n2cnnn2)cc1 | -1.4 | i | 0 | -12 | i | i | i | i | -3 | i | 5
COc1cccc(CNS(=O)(=O)c2cc3c4c(c2)CCC(=O)N4CCC3)c1 | -0.1 | i | nt | nt | i | i | i | i | -6 | i | -2
NS(=O)(=O)c1ccc(CCNC(=O)C2Cc3ccccc3CN2C(=O)c2ccco2)cc1 (stereo not drawn) | -0.2 | i | 0 | -64 | i | i | i | i | 1 | i | -6
O=C(Nc1ccccc1)c1nn(-c2ccccc2)c(=O)cc1C(F)(F)F | -0.2 | i | 1 | -31 | i | i | i | i | 1 | i | 21
Cc1cccc(C)c1N1CCN(c2ccc3nnc(C(F)(F)F)n3n2)CC1 | -0.1 | i | -2 | 18 | i | i | i | i | 12 | i | 3
COc1ccc(CC(=O)Nc2cccc(C(=O)NN3C(=O)c4ccccc4C3=O)c2C)cc1 | 0.1 | i | 6 | -42 | i | i | i | i | -10 | i | 27
COc1ccc(Nc2cc(=O)oc3ccccc23)cc1 | 4.3 | i | 46* | 39 | i | i | i | i | -1 | i | -98
C=CCNc1nc2c(c(=O)n(C)c(=O)n2C)n1CC | -0.2 | i | -3 | 5 | i | i | i | i | 6 | i | 13
CC(C)(C)C(=O)Nc1ccccc1N1CCN(C(=O)c2ccc(Cl)cc2)CC1 | -0.5 | i | -7 | 5 | i | i | i | i | 11 | i | 20
COc1ccc(C2=[N+]([O-])C(C)(C)N(O)C2(C)C)cc1 | -1.3 | i | 5 | -11 | i | i | i | i | -4 | i | -21
c1ccc(-c2cnc(SCCN3CCOCC3)n2CC2CCCO2)cc1 (stereo not drawn) | 0.0 | -5* | -2 | -35 | i | i | i | i | 5 | i | -1
CCOc1ccc2c(c1)C(C)=CC(C)(C)N2C(=O)Nc1ccccc1 | 0.4 | i | -5 | -24 | i | i | i | i | 3 | i | -34
COC(=O)c1ccc(-n2c(C)cc(C(=O)CCl)c2C)cc1 | 9.2 | i | -5 | -13 | i | i | i | i | -50 | i | 32
O=C(NNC(=O)c1ccc(Cl)cc1Cl)c1cnccn1 | 0.1 | i | -2 | -35 | i | i | i | i | -2 | i | -35
O=C(NCCN1CCOCC1)c1cc2sccc2n1Cc1ccc(F)cc1 | 0.1 | -7* | 2 | -3 | i | i | i | i | 1 | i | 5
CC(C)=CCc1c2c(c(O)c3c(=O)c4c(oc13)-c1cc(O)c(O)cc1OC4C=C(C)C)C=CC(C)(C)O2 (stereo not drawn) | -0.5 | i | nt | nt | i | i | i | i | 93* | i | -3
O=C1NC(c2ccc(Cl)cc2Cl)Oc2ccccc21 (stereo not drawn) | -0.1 | i | -6 | -37 | i | i | i | i | 2 | i | -7
COC(=O)COc1ccc(C(=O)OC)cc1 | -0.7 | i | 0 | 0 | i | i | i | i | -8 | i | -4
Cc1cc(C(=O)Nc2cc(S(C)(=O)=O)ccc2Cl)no1 | 0.1 | i | nt | nt | i | i | i | i | -3 | i | -4
S=C1Cc2ccccc2N1 | -0.1 | i | 7 | -18 | i | i | i | nt | ? | i | 35
Cc1ccnc(NC(=S)NC(=O)c2ccco2)c1 | 2.7 | i | 1 | -89 | i | i | i | i | -7 | i | -140
CCC(Sc1nnc(C)c(=O)[nH]1)C(=O)Nc1cccc2ccccc12 (stereo not drawn) | 0.6 | i | 1 | -29 | i | i | i | i | 5 | i | 16

The results go on.
Compound | HIF act | TRPC4 block | IEC-6 tox | KLF5 inhibitor | TRPC6 activator | TRPC4 agonist | TRPC6 inh | MrgX1 antag | SKKanGAS inh | TRPC4 potent | aSyn 5UTR inh
CC(C)c1ccc(OCC(=O)NNC(=O)c2cnccn2)cc1 | -0.2 | i | -4 | 23 | i | i | i | i | -4 | i | -2
COc1ccc(NC(=O)N2C3CCCC2CC(NC(=O)C2CC2)C3)cc1 (stereo not drawn) | 0.1 | i | -6 | -4 | i | i | i | i | 5 | i | 1
CS(=O)(=O)n1nc(-c2ccccc2)nc1N | 0.0 | i | 1 | 6 | i | i | i | i | -7 | i | 13
COc1ccc(C(CC(=O)Nc2ccccn2)N2Cc3ccccc3C2=O)cc1OC (stereo not drawn) | 1.3 | i | 1 | -34 | i | i | i | i | -2 | i | 0
CCOCCCNC(=S)N(CCCN(C)C)Cc1cc2cc3c(cc2[nH]c1=O)OCCO3 | -0.1 | i | 8 | 16 | i | i | i | i | 1 | i | -4
CCOC(=O)C(=O)Nc1ccccc1C(=O)NC(C)C | -0.2 | i | 3 | -29 | i | i | i | i | -6 | i | -16
O=C(Cn1cc(C(=O)c2ccco2)c2ccccc21)NC1CC1 | -0.2 | i | 0 | -3 | i | i | i | i | 5 | i | -13
COc1ccccc1NC(=O)CCc1nnc2ccc(N3CCC4(CC3)OCCO4)nn12 | -1.2 | i | -2 | -3 | i | i | i | i | 0 | i | -3
CC(=O)NC1c2ccccc2C(=O)N1Cc1ccccc1 (stereo not drawn) | -0.1 | i | 7 | -27 | i | i | i | i | -2 | i | -12
CC(C)c1cccc(C(C)C)c1NC(=O)CNCc1ccccc1F | -0.2 | i | -1 | -22 | i | i | i | i | -10 | i | 15
O=C(c1cccc(Br)c1)N1CCN(c2ccc(N3CCOCC3)nn2)CC1 | 0.1 | i | nt | nt | i | i | i | i | 4 | i | 3
O=C(Nc1ccc(N2CCOCC2)cc1)C1CC(=O)N(c2ccccc2)C1 (stereo not drawn) | -0.1 | i | -2 | -8 | i | i | i | i | -9 | i | 10
COc1cc(C(CC(=O)N2CCCC2)c2c(OC)cc(OC)c3c(-c4ccccc4)cc(=O)oc23)cc(OC)c1OC (stereo not drawn) | -0.4 | i | nt | nt | i | i | i | i | 17 | i | 15
Cc1ccccc1C(=O)NC(=S)Nc1sc2c(c1C#N)CCCC2 | 1.1 | i | 0 | -50 | i | i | i | i | 42 | i | -60
CC(C)C[C@H](N)C(=O)N1CCC(C(=O)N[C@H](C(=O)NC(C)c2ccccc2)C(C)C)CC1 (stereo partly drawn) | -0.3 | i | 8 | -16 | i | i | i | i | 2 | i | -23
Cc1ccc(N(CC(=O)NCc2ccccc2Cl)S(=O)(=O)c2c(C)noc2C)cc1 | 0.3 | i | -11 | -23 | i | i | i | i | 0 | i | -8
COc1cc(SC)ccc1C(=O)NCCOc1ccc(Cl)cc1 | -0.1 | i | 3 | -19 | i | i | i | i | -8 | i | 24
Cc1cc(C)cc(NS(=O)(=O)c2ccc3[nH]c(=O)[nH]c3c2)c1 | -0.2 | i | 0 | -34 | i | i | i | i | -4 | i | 23
CCCNC(=O)NS(=O)(=O)c1cnccc1Sc1ccc(Cl)c(Cl)c1 | -0.7 | i | -2 | -2 | i | i | i | i | 9 | i | 10
COc1ccccc1C(=O)N/C(=C/c1ccco1)C(=O)Nc1ccc(C(=O)O)cc1 | 0.1 | i | -28 | 0 | i | i | i | i | 1 | i | 23
CC(C)Nc1nc(Oc2cccc(Cl)c2Cl)cc(C(F)(F)F)n1 | -0.4 | i | 4 | -9 | i | i | i | i | ? | i | -9
O=C(OC1CO[C@H]2O[C@@H]1[C@H](OC(=O)c1ccccc1)[C@H]2OC(=O)c1ccccc1)c1ccccc1 (stereo partly drawn) | 0.0 | i | nt | nt | i | i | i | i | -3 | i | 12
COc1ccccc1Nc1cc2cc(Br)ccc2c(=O)[nH]1 | 0.0 | i | nt | nt | i | i | i | i | 15 | i | -9
Cc1ccc(C2CN=NC23CCc2ccccc2C3=O)cc1 (stereo not drawn) | 1.3 | i | 4 | -26 | i | i | i | i | 9 | i | -80
C/C(=N\Nc1ccc2nncn2n1)c1ccc(Cl)s1 | 0.0 | i | 4 | -4 | i | i | i | i | -9 | i | -55

(continued)
Compound | HIF act | TRPC4 block | IEC-6 tox | KLF5 inhibitor | TRPC6 activator | TRPC4 agonist | TRPC6 inh | MrgX1 antag | SKKanGAS inh | TRPC4 potent | aSyn 5UTR inh
O=C(NCN1CCCCC1)c1cnccn1 | 0.0 | i | 1 | -7 | i | i | i | i | -3 | i | 8
CCOc1ccccc1N1CCN(CC(O)COc2ccc3c(C)cc(=O)oc3c2)CC1 (stereo not drawn) | -0.3 | i | 3 | -9 | i | i | i | i | -4 | i | 3
COc1ccc(NC(=O)c2nc(-n3nc(C)cc3C)ccc2Cl)cc1Cl | 0.1 | i | 4 | -7 | i | i | i | i | 3 | i | -32
CC1(C)N=C2C(=[N+]1[O-])CCC/C2=N\O | -0.4 | i | 1 | -9 | i | i | i | i | 0 | i | 7
CCOC(=O)c1nn(-c2c(C)n(C)n(-c3ccccc3)c2=O)cc1O | 0.0 | i | 2 | 0 | i | i | i | i | -1 | i | 1
C=C1CCC[C@]2(C)C[C@H]3OC(=O)C(CNC(C)CC)[C@H]3CC12 (stereo partly drawn) | 0.9 | i | 1 | -17 | i | i | i | i | 0 | i | -21
COC(=O)Cn1c(N)[n+](Cc2ccccc2)c2ccccc21 | -2.0 | i | nt | nt | i | i | i | i | 0 | i | 11
Cc1cc(C)n2nc(CCc3ccccc3)nc2n1 | 0.3 | i | -4 | -27 | i | i | i | i | 10 | i | 5
COc1ccc(NC(=O)CSc2n[nH]c(N)n2)c([N+](=O)[O-])c1 | -0.4 | i | 5 | 11 | i | i | i | i | 1 | i | 4
CCOc1ccccc1N1CCN(C(=O)CCCN2C(=O)c3cccc4cccc(c34)C2=O)CC1 | -0.3 | i | 3 | -4 | i | i | i | -5.5* | 8 | i | -1
COc1ccccc1Oc1coc2c(CN3CCN(C)CC3)c(O)ccc2c1=O | 0.1 | i | 0 | -26 | i | i | i | i | -7 | i | 8
O=C(c1cccc(S(=O)(=O)N2CCc3ccccc32)c1)N1CCN(c2ccccn2)CC1 | -3.3 | i | 0 | 28 | 16* | i | i | i | -16 | i | 34
